ALOX12 inh: ALOX12 (human) lipoxygenase inhibition. P18054. purified 12hLO, xylenol orange hydroperoxide absorbance. Potency, µM (titrated, usually from 108 µM), inactives show top-dose activity change, negative = inhibition, actives largely listed as inhibitors. hit rate 1.1% among 580,000; active = well fitted inhibition curve with a large enough effect; inconclusive = small, poorly fitted or top-dose-only effect, or another doubt; inactive = no such curve, though single readings can be large or run the other way
Target sequence (P18054 whole entry, looked up): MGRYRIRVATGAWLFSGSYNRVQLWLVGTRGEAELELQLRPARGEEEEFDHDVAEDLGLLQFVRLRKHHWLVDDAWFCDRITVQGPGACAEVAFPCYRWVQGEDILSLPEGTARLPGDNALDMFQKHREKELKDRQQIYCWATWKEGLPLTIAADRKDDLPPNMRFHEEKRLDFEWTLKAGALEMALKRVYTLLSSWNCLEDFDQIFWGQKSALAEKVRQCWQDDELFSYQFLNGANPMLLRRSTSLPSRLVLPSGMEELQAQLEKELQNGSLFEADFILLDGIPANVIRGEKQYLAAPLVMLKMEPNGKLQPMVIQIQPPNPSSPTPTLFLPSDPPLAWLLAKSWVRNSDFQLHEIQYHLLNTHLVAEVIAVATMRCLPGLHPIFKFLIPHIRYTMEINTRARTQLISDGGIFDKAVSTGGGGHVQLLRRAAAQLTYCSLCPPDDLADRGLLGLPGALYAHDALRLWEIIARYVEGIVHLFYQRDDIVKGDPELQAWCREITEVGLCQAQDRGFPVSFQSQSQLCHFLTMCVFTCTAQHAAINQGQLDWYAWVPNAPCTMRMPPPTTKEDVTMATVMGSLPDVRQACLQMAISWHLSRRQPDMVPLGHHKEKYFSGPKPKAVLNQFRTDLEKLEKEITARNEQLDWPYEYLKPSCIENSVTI
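Purified human 12hLO (150 nM final) in 25 mM Hepes, 0.01% Triton X-100, pH 7.0 was preincubated 15 min at room temperature with compound. Then 40 uM arachidonic acid was added, 30 min. Hydroperoxide was read by Fe-XO absorbance ratio 573/405 nm.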
Active calls of the source: *; ? = inconclusive; [ ] = remark or other dose. % is scaled to controls: 0 for no effect and ±100 for the full control effect; potency is read from the fitted curve at half-maximal effect. An excerpt, so the mix of outcomes need not match the whole.

SMILES	ALOX12 inh
CC(=O)N1CCC([C@@H]2CN(Cc3ccc(F)cc3Cl)C[C@H]2CO)CC1	1.6%
N#Cc1ccc(NC(=O)Cn2c(=O)c3c(ncn3C3CCCC3)n(Cc3ccccc3)c2=O)cc1	?
COc1ccc(-c2nc(C#N)c(N3CCN(C(=O)c4cccs4)CC3)o2)cc1OC	-5.7%
CC(C)Oc1cccc(-c2nnc(CCC(=O)N3CCC(Cc4ccccc4)CC3)c(=O)[nH]2)c1	34.6%[activator]
CN1CC(=O)N(C2CCCNC2)Cc2c(NC3CCCCC3O)ncnc21 (stereo not given)	?
CCOc1ccccc1C1C(C(=O)OC)=C(C)NC2=C1C(=O)c1ccccc12 (stereo not given)	?
CCCOc1ccc(CNC(=O)CC2CCOCC2)cc1	18.0%
Cc1cnc(CC2CCNCC2)n1Cc1ccc(F)cc1	15.9%
CC1CCCN(S(=O)(=O)c2cc3cc(Br)ccc3oc2=O)C1 (stereo not given)	8.4%
Cc1cccc(-n2nc(C)c(CCC(=O)NC3CC3)c2Oc2ccc(F)cc2F)c1	33.6%[activator]
COc1cccc(/C=C/c2nc(C#N)c(N3CCCC3)o2)c1	-10.4%
Cn1cncc1-c1nnc([C@H]2CCN(C(=O)c3ccncc3)C2)o1	2.4%[176 µM]
Clc1ccc(-n2cc(-c3ccccc3)cc2-c2ccccc2)cc1	?
CC(C)(C)CC(=O)Nc1nc2c(s1)C[C@@H]1[C@](C)(CO)[C@H](O)CC[C@@]1(C)[C@@H]2CC(=O)NCCN1CCOCC1	26.4%
CC(=O)c1cn(CC(=O)Nc2ccncc2)c2ccccc12	20.5%
COc1cccc(C(=O)NC2CCCN(c3cc(-c4ccc(F)cc4)[nH]n3)C2)c1 (stereo not given)	17.1%
O=C1OC(COCC#Cc2ccccc2)CN1c1ccccc1 (stereo not given)	3.3%
Cc1ccc(-c2cnc(CCC(=O)NCC(c3cccc(F)c3)N(C)C)o2)cc1 (stereo not given)	-7.6%
CC1(Oc2cccc(F)c2)CCN(Cc2ccc(-c3ccccc3)o2)C1 (stereo not given)	?
CC1(C(=O)NCCCN2CCCc3ccccc32)CCCCC(=O)N1 (stereo not given)	120.9%[activator]
COC1CN(C2CCN(C(=O)C3CCCC3)CC2)C12CCOCC2 (stereo not given)	26.2%
Cc1[nH]c2ccccc2c1C(=O)N1CCN(S(=O)(=O)c2ccc(F)cc2)CC1	-23.3%
Cc1ccc(N2Cc3c(NCCCc4ccccc4)ncnc3N(C)CC2=O)cc1	7.3%
CCc1nc(-c2c3n(c(=O)n(CC(=O)NCc4cccs4)c2=O)CCCC3)no1	4.8%
Cc1cc(O)c(-c2cc(C(=O)Nc3cccc(C(F)(F)F)c3)[nH]n2)cc1C	-12.9%
CCCS(=O)(=O)NC(=O)C1(C)CCN(C(=O)c2cccs2)C1 (stereo not given)	-23.9%
C=CCN1CCN(C(=O)C2N(c3ccc(OC)cc3)C(=O)C23CCCCC3)CC1 (stereo not given)	45.4%[activator]
C=CCN1CC2(CCC1=O)CCN(C(=O)CC(C)n1ccnc1C)CC2 (stereo not given)	13.2%
Cc1cc2c(c(=O)n(-c3ccc(F)cc3)c(=O)n2CC(=O)Nc2ccccc2Cl)n1C	?
O=C1CN(C(=O)Cn2ccc3c(Br)cccc32)CCN1	?
O=C(c1cccc(Cn2cccn2)c1)N1CCOC(c2ccc(Cl)cc2)C1 (stereo not given)	16.7%
COc1ccc(/C=C(/C#N)c2nc3ccccc3[nH]2)cc1C	7.2%
CC(=O)Nc1ccc2oc(-c3ccc(C(C)C)cc3)cc(=O)c2c1	9.2%
O=C1OC(c2ccc(F)cc2)CC1CN1CCOCC1 (stereo not given)	0.9%
CCCOCCCNC(=O)c1c(C)noc1-c1ccc(C(C)(C)C)cc1	13.8%
CNC(=O)c1cc(-c2ccccc2)cc2c1OCCN2Cc1cccnc1	19.0%[176 µM]
O=C1NC(=NC2CCCC2)C2(CCN(Cc3ccccc3)CC2)N1c1cc(F)cc(F)c1	7.1%[6.33 µM]
O=C1CCCCC(Cc2ccccc2)(C(=O)NC2CCS(=O)(=O)C2)N1 (stereo not given)	23.8%
COc1ccc(OC)c(S(=O)(=O)N2CCN(c3cc(N4CCCC4)nc(C)n3)CC2)c1	?
COc1ccc(C2Cn3nnc(C(=O)N4CCN(C(=O)c5ccc(F)cc5Cl)CC4)c3CO2)cc1 (stereo not given)	23.1%
CCOc1ccccc1C(=O)N1CCc2[nH]nc(-c3ccc(F)c(F)c3)c2C1	37.7%
O=C(NCCc1ccccc1)OCc1ccccc1	?
Cc1ccc(Cc2c(C)nc3c(C(=O)N4CCC(Cc5nncn5CC5CC5)CC4)cnn3c2C)cc1	10.9%
Cc1ccc(N2CCC(NS(=O)(=O)C3CC3)C2=O)cc1C (stereo not given)	13.3%
Cc1cn2nc(C(=O)Nc3ccc(C(=O)N4CCCC4)cc3)cc2c(=O)[nH]1	6.9%
O=C(c1cc(-c2ccc3c(c2)OCCO3)nc2ccccc12)N1CCOCC1	-33.7%
CCn1cc(/C=C(\NC(=O)c2ccco2)C(=O)NCCCN2CCOCC2)c2ccccc21	18.4%
CC(c1ccc(N)cc1)c1cn(C)c2ccccc12 (stereo not given)	10.9%
O=c1oc2ccccc2c(Sc2ccccc2)c1Sc1ccccc1	?
Cn1c(SCc2csc(-c3ccccn3)n2)nnc1C1CC1	-20.1%
CCc1ccc(NC(=O)c2ccc3c(c2)N(C)C2CCCCN2C3=O)cc1 (stereo not given)	-6.5%
CC1(C(=O)NCc2ccccc2Br)CCN1Cc1ccc(-c2ccccn2)cc1 (stereo not given)	-3.8%
CCOC(=O)[C@]12CCC=C1N(Cc1ccccc1)C(=O)[C@H](CC(=O)N1CCN(C(=O)c3ccco3)CC1)C2	-0.1%
CCOC(=O)NC(Nc1ccc(F)c(Cl)c1)(C(=O)OCC)C(F)(F)F (stereo not given)	13.3%
CC(C)CC(C)N(C)C(=O)CCc1c[nH]c2ccccc12 (stereo not given)	-3.6%
O=C(COc1ccc(C(=O)c2ccccc2)cc1)NCc1ccccc1CN1CCCC1	-23.7%
CC1=C(C(=O)OC(C)C)C(c2ccc(Cl)c(Cl)c2)CC(=O)N1 (stereo not given)	-7.3%
O=C(C[n+]1cccc(C(=O)Nc2ccccc2)c1)c1ccccc1	?
CCN(CC)S(=O)(=O)c1ccc2c(c1)nc(SCC(=O)Nc1ccc(C)cc1)n2CC	3.1%
O=C1NCN(Cc2ccc(Cl)cc2)C12CCN(Cc1ccccc1C(F)(F)F)CC2	?

Overlap with the part before: 2 compounds; new compounds follow.
SMILES	ALOX12 inh
CCN(CC)S(=O)(=O)c1ccc2c(c1)nc(SCC(=O)Nc1ccc(C)cc1)n2CC	3.1%
O=C1NCN(Cc2ccc(Cl)cc2)C12CCN(Cc1ccccc1C(F)(F)F)CC2	?
O=C(CSc1nc2ccccc2c(=O)[nH]1)Nc1ccccc1	-1.4%
CC(C)C(NC(=O)N(C)Cc1ccc(C(F)(F)F)cc1)c1ccc2c(c1)OCCCO2 (stereo not given)	-2.1%
CCOc1ccccc1NC(=O)Cn1nnc(C(=O)NCc2ccccc2)c1N	-9.2%
Cc1ccc(C(=O)N2CCCC2c2nncn2Cc2ccncc2)c(=O)[nH]1 (stereo not given)	21.5%
Cc1cccc(-c2nc3c(N4CCOCC4)nccc3[nH]2)c1	1.5%
COc1ccccc1CCC(=O)N[C@@H]1CN(c2ncccn2)C[C@H]1CO	13.0%
CC1(C(=O)NS(=O)(=O)c2ccc3c(c2)CCO3)CCN1C(=O)CCC1CCCC1 (stereo not given)	?
CCCCCNC(=O)C(c1cc2ccccc2o1)n1c(=O)c(-c2ccccc2)nc2ccccc21 (stereo not given)	-0.4%
N#C/C(=C\c1cc(Br)c(Br)o1)c1nc2ccccc2[nH]1	11.2µM*
CC1=C[C@@H](CNC(=O)C2CCC2)[C@H](C(C)C)C[C@H]1Cc1nc2ccc(F)cc2[nH]1	8.3%[176 µM]
COCCN1C(=O)CC[C@]2(C(=O)NCc3ccccc3OC)CCCC[C@@H]12	51.3%[activator]
COCCCn1c(C)cnc1C1CCN(Cc2ccc(F)cc2F)C1 (stereo not given)	21.5%
COc1ccc(C(=O)N2CCC3(C2)NC(=O)c2ccccc2O3)cc1 (stereo not given)	0.7%
CC(C)(C)CN1C(=O)C(=O)NC[C@@H]1CC1CCCCC1	-11.2%
CCC(C(=O)N1CCC2(CCC(=O)N(Cc3ccccn3)C2)CC1)n1cccn1 (stereo not given)	14.0%
CCN(CC)C(=O)c1ccc(CNC(=O)N(C)C(C2CC2)C2CC2)cc1	6.4%
COC(=O)C[C@@H]1C=C[C@H](NC(=O)Nc2ccc(OC)cc2)[C@@H](CO)O1	-0.8%
Cc1cc(C)c2cc(C#N)c(NCCNC(=O)c3ccncc3)nc2c1	-1.0%
COc1ccc(OCc2nnc3sc(-c4ccccn4)nn23)cc1	12.7%
COC(=O)c1cnc(N(C)C2CCCCC2)c2ccccc12	1.9%

The list goes on; the last 4 above are carried over.
SMILES	ALOX12 inh
COC(=O)C[C@@H]1C=C[C@H](NC(=O)Nc2ccc(OC)cc2)[C@@H](CO)O1	-0.8%
Cc1cc(C)c2cc(C#N)c(NCCNC(=O)c3ccncc3)nc2c1	-1.0%
COc1ccc(OCc2nnc3sc(-c4ccccn4)nn23)cc1	12.7%
COC(=O)c1cnc(N(C)C2CCCCC2)c2ccccc12	1.9%
CCOc1ccccc1OCc1nn2c(C(C)(C)C)nnc2s1	?
N#Cc1c(-c2ccccc2)cc(-c2cccs2)nc1SCCS(=O)Cc1ccc(Cl)cc1 (stereo not given)	?
O=c1oc2cc(O)ccc2cc1-c1nnc(Nc2ccc(Cl)cc2)s1	-24.2%
COc1cc(/C=C(/C#N)C(=O)c2ccccc2C)cc(Cl)c1O	?
COc1ccc(C(=O)N2CCC3(C2)C(=NC2CCCC2)NC(=O)N3c2cccnc2)cc1 (stereo not given)	1.2%[6.33 µM]
Cc1ccccc1/C=C/C(=O)c1c(C)nc2ccccc2c1-c1ccccc1	31.7%[activator]
COc1cccc(C(=O)Nc2cc(C(C)(C)C)no2)c1	?
O=C(C[C@H]1C(=O)N(Cc2cccnc2)C[C@@H]1Cc1ccccc1)Nc1ccc(Br)cc1	?
S=C1NCc2cncnc2N1	?
C/C(=N/Nc1ccc(F)cc1F)c1ccccc1Br	50.1µM*
COCC1CN(C2CCC2)CC12CCN(Cc1scnc1C)CC2 (stereo not given)	120.3%[activator]
CCCCCCNC(=O)O[C@H]1Cn2c(=O)ccc(=O)n2[C@@H]2CN(S(=O)(=O)c3ccc(C)cc3)C[C@]12O	?
Cc1nc(/C=C/C(=O)N(C)Cc2cccs2)cs1	15.8%
Cc1cc(/C(=N\O)C(C)(C)NO)ccc1Cl	-48.4%
CCOC(=O)Cn1c(=O)c2c3c(sc2n(CCN(C)C)c1=O)COC(C)(C)C3	17.4%
Cc1cc(C)c(CNC(=O)c2nc(-c3ccc(CN(C)C)cc3)cc3c2ccn3C(C)C)c(=O)[nH]1	20.0%
O=C(c1ccc2nccn2c1)N1CCC(c2ccccc2F)C1 (stereo not given)	37.9%[activator]
O=C(c1ccc(F)cc1)N1C[C@@H](CO)[C@H](c2nc(C3CC3)no2)C1	33.5%
O=C(NN=Cc1ccco1)C(=O)Nc1cccc(C(F)(F)F)c1	1.0%
CCCCc1ccc(NC(=O)c2nccnc2N)cc1	70.6%[activator]
COc1nccnc1NC1CCN(S(=O)(=O)c2ccccc2)CC1	31.7%
Cc1ccc2c(Cl)cc(Cl)c(OCC(=O)N3CCCCCC3)c2n1	-0.2%
CC(CNC(=O)CCC1CCCC1)NC(=O)CCC1CCCC1 (stereo not given)	-4.5%
Cc1cc(C[C@@H]2COC[C@@H]2NC(=O)CCc2ccc(=O)[nH]n2)on1	29.3%
CN(C)C(=O)Nc1ccc2c(c1)CCC2	-6.2%
CNS(=O)(=O)c1ccc(CCC(=O)N2Cc3nnc(C)n3C(C)C2)cc1 (stereo not given)	?
O=C(NCCc1ccc(C(F)(F)F)cc1)C1CC2CCCC(C1)C2=O (stereo not given)	-5.0%
CCn1nc(C(=O)Nc2cccc(S(=O)(=O)N3CCCCCC3)c2)c2ccccc2c1=O	3.0%
CC(NC(=O)/C(=C/c1cccc(Br)c1)NC(=O)c1ccco1)C(=O)O (stereo not given)	?
NC(=O)NC(=O)CN1CCCC(c2nc3ccccc3o2)C1 (stereo not given)	29.3%
Cc1cc(C)c(CNC(=O)c2nc(-c3cccc(C(F)(F)F)c3)cc3[nH]ccc23)c(=O)[nH]1	-0.8%
Fc1ccc(-c2csc(Nc3ccccc3)n2)cc1	?
O=C1CCC(C(=O)N[C@@H]2COCC[C@@H]2OCc2cscn2)=NN1	73.0%[activator]
O=C(O)C1CCCCN1c1ccccc1[N+](=O)[O-] (stereo not given)	-5.2%
CC(=O)Nc1ccc(CN2CCn3c(nnc3C3CCNCC3)C2)cc1	11.2µM*
CCN1c2ccccc2NC2=C(C(=O)CC(C)(C)C2)C1c1ccccc1 (stereo not given)	-0.6%
COc1ccc(C(=O)/C=C/c2ccc(C)cc2)c(OC)c1	?

A different layout for some results above:
structure,ALOX12 inh
O=C(O)C1CCCCN1c1ccccc1[N+](=O)[O-] (stereo not given),-5.2%
CC(=O)Nc1ccc(CN2CCn3c(nnc3C3CCNCC3)C2)cc1,11.2µM*

Part of the list above in order of count of non-hydrogen atoms, falling.
SMILES	ALOX12 inh
CC(=O)Nc1ccc(CN2CCn3c(nnc3C3CCNCC3)C2)cc1	11.2µM*
Cc1ccc2c(Cl)cc(Cl)c(OCC(=O)N3CCCCCC3)c2n1	-0.2%
COc1ccc(C(=O)/C=C/c2ccc(C)cc2)c(OC)c1	?
O=C(O)C1CCCCN1c1ccccc1[N+](=O)[O-] (stereo not given)	-5.2%

Assay outcomes from PubChem.
